# Assay outcomes (PubChem BioAssay)
# N370S GC: N370S glucocerebrosidase modulation, Gaucher chaperone candidate | P04062 | N370S GC spleen homogenate, 4MU-glucoside fluorescence | 0.092% of 330,000 active | Potency, µM (top dose mostly 59.4 µM), for inactives: at the top dose activity change, negative = inhibition, usual class: inhibitors;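 further: 0% = full enzyme activity and -100% = no enzyme basal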
# FEN1 inh: blocks human flap endonuclease 1. AID 588795. Potency, µM (doses to about 114 µM), for the others: at the top dose activity change, negative = inhibition, actives largely listed as inhibitors. P39748. Recombinant FEN1 flap cleavage, fluorescence, 15 min. 0.35% of 390,000 active; further: nearly all actives have a fitted effect of over 65% in size
# Target sequence (P39748 whole entry, looked up): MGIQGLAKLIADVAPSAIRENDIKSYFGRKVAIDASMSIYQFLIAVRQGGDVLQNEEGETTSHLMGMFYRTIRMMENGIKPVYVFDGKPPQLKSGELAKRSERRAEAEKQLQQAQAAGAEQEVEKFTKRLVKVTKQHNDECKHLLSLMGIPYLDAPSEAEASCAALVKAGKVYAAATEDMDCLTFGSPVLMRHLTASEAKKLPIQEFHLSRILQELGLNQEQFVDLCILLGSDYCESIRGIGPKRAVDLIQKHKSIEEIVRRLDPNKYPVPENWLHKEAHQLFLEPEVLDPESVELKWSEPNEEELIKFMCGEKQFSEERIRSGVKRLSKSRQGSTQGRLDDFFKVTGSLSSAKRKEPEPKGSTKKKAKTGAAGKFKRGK
#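 Potency values derive from four-parameter Hill fits of normalized qHTS data. The reaction used 10 nM FEN1 preincubated 15 min at room temperature with compound, then 50 nM DNA substrate, read at 0 and 15 min.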
# TDP1 block: inhibitors of human tyrosyl-DNA phosphodiesterase TDP1; Q9NUW8; recombinant TDP1, AlphaScreen DNA substrate cleavage; Potency, µM (series often up to 130 µM), for the others: at the top dose activity change, negative = inhibition, actives largely listed as inhibitors; 0.28% of 350,000 active; further: nearly all actives have a fitted effect of over 40% in size
# Target sequence (Q9NUW8 whole entry, looked up): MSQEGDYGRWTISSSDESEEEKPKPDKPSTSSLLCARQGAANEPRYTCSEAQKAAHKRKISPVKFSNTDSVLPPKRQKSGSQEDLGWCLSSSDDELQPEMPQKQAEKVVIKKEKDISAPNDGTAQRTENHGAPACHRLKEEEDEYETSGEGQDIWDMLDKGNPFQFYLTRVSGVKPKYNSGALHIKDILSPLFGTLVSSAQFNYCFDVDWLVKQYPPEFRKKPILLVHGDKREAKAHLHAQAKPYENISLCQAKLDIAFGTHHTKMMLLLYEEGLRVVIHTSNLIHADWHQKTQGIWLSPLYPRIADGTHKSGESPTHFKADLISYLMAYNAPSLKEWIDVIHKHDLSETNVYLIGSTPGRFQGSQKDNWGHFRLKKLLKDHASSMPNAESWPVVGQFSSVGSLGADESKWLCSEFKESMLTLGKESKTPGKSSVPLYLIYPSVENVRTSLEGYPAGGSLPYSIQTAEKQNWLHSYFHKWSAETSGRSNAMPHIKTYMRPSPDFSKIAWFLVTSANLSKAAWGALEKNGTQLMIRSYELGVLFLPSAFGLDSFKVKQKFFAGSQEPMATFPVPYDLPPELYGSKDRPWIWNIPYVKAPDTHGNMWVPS
#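 Signal: AlphaScreen proximity between streptavidin donor and anti-FITC acceptor beads on intact substrate. Reaction: Tdp1 1 nM, substrate 15 nM final, 5 min RT after 15 min compound preincubation.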
# An asterisk follows results filed as active; ? = inconclusive; . = no result given; & = joins results of further samples; [ ] = remark or other dose. The call rests on the fitted dose curve; in most records, active means well fitted curve in the direction sought with a large enough effect; inconclusive means small, poorly fitted or top-dose-only effect, or another doubt; inactive means no such curve, though single readings can be large; an effect the other way counts as inactive or inconclusive. Unless noted, on the % scale 0 is the no-effect control and ±100 the full control effect; potency means the concentration at half of the fitted maximal effect.
SMILES,N370S GC,FEN1 inh,TDP1 block
O=C(O)c1cccc2c1C(=O)N(C1CCCCC1)C2,5%,0%,-1%
N#CCC(=O)N/N=C\c1ccccc1OC/C=C/c1ccccc1,-3%,-14%,0%
O=C(NNC(=O)c1ccncc1)c1ccncc1,-2%,-2%,7%
Cc1ccc(S(=O)(=O)N/N=C\c2cn(CC(N)=O)c3ccccc23)cc1C,-11%,5%,6%[56.1 µM]
CCOc1ccc(C(C(=O)Nc2ccc(F)cc2)N(C(=O)Cn2nnc3ccccc32)C2CC2)cc1 (stereo not drawn),0%,-6%,6%
O=C(NC(=S)Nc1ccc(S(=O)(=O)Nc2nccs2)cc1)c1ccccc1F,-17%,0%,-1%
C=CCn1c(Cc2ccc(OC)cc2)nnc1SCC(=O)c1cccc([N+](=O)[O-])c1,-3%,-10%,2%
Cc1ccc(CSCC(=O)N(C)CC(=O)Nc2c(Cl)cccc2Cl)cc1,3%,2%,-7%
CCN(CC)c1ccc(NC(=O)COC(=O)Cc2ccsc2)cc1,0%,4%,3%
CCNc1nc(SCc2ccccc2)nc(N2CCOCC2)n1,24%,8%,-5%
COc1ccc(CNC(=O)CS(=O)Cc2nc(-c3ccc(C)cc3)oc2C)cc1 (stereo not drawn),-3%,11%,6%
COc1ccc(C(=O)n2nc(C)cc2C)cc1OC,-4%,-4%,3%
CC(C)Cn1c(N)c(C(=O)COC(=O)c2cc(-c3ccccc3)nc3ccccc23)c(=O)n(C)c1=O,2%&-5%,11%,7%&-1%
O=C(CCCNS(=O)(=O)c1cccc2nsnc12)NCc1ccccc1,4%,-7%,1%
CCCCNc1ccc2nsnc2c1[N+](=O)[O-],7%,11%,2%
Cc1ccc(N(CC(=O)NCc2ccc(F)cc2)C(=O)c2ccco2)cc1C,-7%,10%,2%[0.0935 µM]
O=c1ccc(-c2ccccc2)nn1Cc1ccc(F)cc1,-12%,9%,.
CCOC(=O)c1c(NC(=O)CSc2nc3ccccc3s2)sc(C(C)=O)c1C,25%,-4%,0%
O=C(NCCCl)NNc1c(Cl)cc(Cl)cc1Cl,1%,-3%,2%
O=C(CN(Cc1ccco1)C(=O)c1ccc(Cl)cc1)Nc1ccc(Cl)c(Cl)c1,24%,14%,-4%

# 4 of the compounds above, with values under each structure.
# Results follow in this order: N370S GC, FEN1 inh, TDP1 block
> O=C(CCCNS(=O)(=O)c1cccc2nsnc12)NCc1ccccc1
 : 4%, -7%, 1%
> CCCCNc1ccc2nsnc2c1[N+](=O)[O-]
 : 7%, 11%, 2%
> Cc1ccc(N(CC(=O)NCc2ccc(F)cc2)C(=O)c2ccco2)cc1C
 : -7%, 10%, 2%[0.0935 µM]
> O=c1ccc(-c2ccccc2)nn1Cc1ccc(F)cc1
 : -12%, 9%, .

# (further entries)
SMILES,N370S GC,FEN1 inh,TDP1 block
CC(C)C[C@H](NC(=O)N1CCn2c1nc1ccccc12)C(=O)NCc1ccccc1,-2%,16%,2%
Clc1ccc(-c2ccc(/C=N/Nc3cc(N4CCOCC4)nc(N4CCOCC4)n3)o2)cc1,5%,-9%,8%
CNc1ccccc1,-12%,-7%,0%&9%
c1ccc(Cc2nnc3n2N=C(c2ccccc2)CS3)cc1,3%,-11%,-11%
O=C(Cc1ccc2c(c1)OCCO2)Nc1cc(C(F)(F)F)ccc1N1CCOCC1,4%,-11%,-5%
CCC(=O)c1ccc(-c2ccccc2)cc1,5%,-13%,0%
N#C/C(=C\c1ccc([N+](=O)[O-])o1)c1nc2ccccc2[nH]1,-1%,-18%,-2%
O=C(NCc1ccccc1)Nc1cccn(Cc2ccccc2F)c1=O,7%,-7%,5%
O=C(O)c1cc(S(=O)(=O)Nc2ccc3cn[nH]c3c2)ccc1Cl,.,-7%,3%
Cc1cccc(N2CCN(C(=O)c3ccc4c(c3)OCCO4)CC2)c1C,-1%,1%,5%
CN1C(=O)c2ccccc2Sc2ccc(NC(=O)N3CCCC3)cc21,2%,0%,0%
CCCOc1c(Br)cc(C(=O)NCC)cc1OC,19%,0%,0%
S=C(NCCCn1ccnc1)Nc1ccc(Cl)cc1Cl,-12%,-2%,-5%
O=C(CNc1ccc(C(F)(F)F)cc1[N+](=O)[O-])OCC(=O)c1ccccc1,17%,-20%,-3%
O=C(CCC(=O)c1ccc(Cl)cc1)OCc1nc2ccsc2c(=O)[nH]1,-10%,0%,.
O=C(Nc1c(C(=O)O)oc2ccccc12)c1ccc(C(F)(F)F)cc1,.,-12%,5%
CCCC1(C)SC(NC(C)=O)=NN1C(C)=O (stereo not drawn),-9%,3%,4%
CCOc1ccc(C2c3[nH]c4ccccc4c3CCN2C(=O)CCc2ccccc2)cc1 (stereo not drawn),.,3%,8%
NS(=O)(=O)c1ccc(N/N=C/c2ccccn2)c([N+](=O)[O-])c1,-5%,15%,5%
COc1ccccc1NC(=O)CSc1nnc(C)n1Cc1ccccc1,4%,2%,2%

# Complete entries from above. Order of screens: N370S GC | FEN1 inh | TDP1 block
# CCCOc1c(Br)cc(C(=O)NCC)cc1OC is listed as 19% | 0% | 0%
# O=C(CNc1ccc(C(F)(F)F)cc1[N+](=O)[O-])OCC(=O)c1ccccc1 is listed as 17% | -20% | -3%

# The list goes on.
SMILES,N370S GC,FEN1 inh,TDP1 block
Fc1ccc(C2=NC(c3cccc(C(F)(F)F)c3)=Nc3ccccc3N2)cc1,.,-7%,5%
COc1ccc2[nH]c(C(=O)O)c(NS(=O)(=O)c3ccc(OC)c(OC)c3)c2c1,-3%,-14%,7%
COc1ccc(NS(=O)(=O)c2cccc(NC(=O)CCC(=O)c3cccs3)c2)cc1,-7%,-1%,0%
COc1ccccc1N1C(=O)CC(Sc2nccc(C)n2)C1=O (stereo not drawn),-19%,1%,9%
O=C(O)c1ccc2c(c1)C(=O)N(c1ccccc1-c1ccccc1)C2=O,4%,17%,-3%
CCCCn1c(N)c(N(CCOC)C(=O)CSc2nnc(-c3ccc(F)cc3)n2N)c(=O)[nH]c1=O,1%,4%,3%
CCOC(=O)c1ccc(COC(=O)c2cc3ccccc3oc2=O)o1,-14%,-13%,8%
CC1CC(C)CN(C(=O)C(NS(=O)(=O)c2ccc3c(c2)oc(=O)n3C)C(C)C)C1 (stereo not drawn),-1%,-12%,5%
COCCCNC(=O)CC1C(=O)N(Cc2ccccc2)C(C)c2nc3ccccc3n21 (stereo not drawn),16%,1%,7%
CCOC(=O)N1CCN(C(=O)CSc2nnc3[nH]c(=O)c(C)c(C)n23)CC1,-5%,-1%,.
Cc1cc(C)c(S(=O)(=O)N2CCC(C(=O)NCc3ccco3)CC2)c(C)c1,0%,-3%,6%
CC(=O)N1c2ccc(S(=O)(=O)NCCC(=O)NC3CCCC(C)C3C)cc2CC1C (stereo not drawn),-17%,33%,-1%
O=C(Nc1ccc(Cl)cc1)Nc1ccc(N2CCOCC2)cc1,3%,-11%,7%
Cc1ccc(Cl)cc1N1CCN(C(c2cccnc2)c2nnnn2C2CCCCC2)CC1 (stereo not drawn),-10%,-7%,3%
CCn1cc(C(=O)NCc2ccc(F)cc2)c(=O)c2cc(S(=O)(=O)N(C)C)ccc21,.,-17%,0%
CCN(C(=O)c1c(N)cnn1C)c1ccccc1,-9%,-4%,-1%
C=CCn1c(SCC(=O)c2[nH]c(C)c(C(=O)OCC)c2C)nc2scc(-c3ccc(OC)cc3)c2c1=O,-21%,-7%,1%
CN1C(=O)c2ccc(C(=O)NCc3ccccn3)cc2C1=O,-7%,12%,4%
CNC(=O)c1cnc(-c2ccccc2)nc1-c1ccccc1,-18%,3%,.
O=C(CN1CCOCC1)Nc1ncc(Br)cc1Br,7%,-1%,-1%
COc1ccc(C2/C=C\CN(C(=O)Nc3ccccc3-c3ccccc3)CC(=O)N2Cc2ccc(F)cc2)cc1 (stereo not drawn),2%&12%,8%&8%,11%&8%
Cc1ccc(NC(=S)NCc2cccn2C)cc1,-23%,0%,7%
COc1cc(C=O)ccc1OCc1ccc(Cl)nc1,3%,14%,3%
CC(=O)Nc1c(Br)cc(N2C(=O)CCC2=O)cc1Br,0%,-13%,-2%
COc1ccc(CNC(=O)OCc2nccnc2C(=O)Nc2ccc(Br)cn2)cc1,2%,-1%,0%
CCC1COCCS(=O)(=O)N1Cc1ccc(Cl)cc1 (stereo not drawn),3%,3%&-4%,.
COCCOC(=O)C1=C(C)NC(C)=C(C(=O)OCCOC)C1/C=C/c1ccccc1OC,?,-9%,0%
COc1ccccc1C1C(C(N)=O)=C(C)Nc2ncnn21 (stereo not drawn),3%,0%,2%
O=C(Nc1ccc(-c2cn3ccccc3n2)cc1)c1cccs1,-14%,-24%,?
Cc1cc(=O)[nH]c2n[nH]c(-c3ccccc3)c12,3%,2%,-3%

# Structures above with a CF3 group (4):
SMILES,N370S GC,FEN1 inh,TDP1 block
O=C(Cc1ccc2c(c1)OCCO2)Nc1cc(C(F)(F)F)ccc1N1CCOCC1,4%,-11%,-5%
O=C(CNc1ccc(C(F)(F)F)cc1[N+](=O)[O-])OCC(=O)c1ccccc1,17%,-20%,-3%
O=C(Nc1c(C(=O)O)oc2ccccc12)c1ccc(C(F)(F)F)cc1,.,-12%,5%
Fc1ccc(C2=NC(c3cccc(C(F)(F)F)c3)=Nc3ccccc3N2)cc1,.,-7%,5%

# (list continues)
SMILES,N370S GC,FEN1 inh,TDP1 block
CCn1cc(CNC(=O)c2cc(-c3ccc(C)c(C)c3)nc3ccccc23)c(C)n1,.,3%,1%
CC1C=CCC2C(=O)N(c3cccc(C(=O)Nc4ccc(Br)cc4)c3)C(=O)C12 (stereo not drawn),5%,-9%,-2%[56.1 µM]
COc1cccc(/C=C/c2ccc3cccc(O)c3n2)c1OC,-8%,?,.
Cc1cc(NS(=O)(=O)c2cccs2)no1,4%,5%,-2%
CCOc1c(OC)cc(C2C(C#N)=C(N)Oc3n[nH]c(-c4ccncc4)c32)cc1OC (stereo not drawn),-14%,14%,4%
CCOC(=O)C1=C(c2ccccc2)OC(N)=C(C#N)C1c1ccncc1 (stereo not drawn),9%,-10%,2%
O=C(Nc1cccc(Cl)c1)N1CCCCCC1,1%,-1%,3%
COc1ccc(CN2CCC(C(=O)c3ccc(Cl)cc3)CC2)cc1,-24%,9%,.
CCCC(c1nnnn1Cc1cccs1)N1CCN(C2CCCC2)CC1 (stereo not drawn),-2%,-1%,-1%
COc1cccc(-c2nc(Cc3ccc(OC)c(OC)c3)no2)c1,-3%,-7%,-5%
O=C(COC(=O)c1ccccc1F)NC1CCCC1,-8%,9%,.
N#Cc1ccc(-c2ccc(F)cc2)nc1Oc1ccc(F)cc1,0%,-4%,2%
CC1CCN(C(=O)CCc2ccc(S(=O)(=O)NC(C)(C)C)cc2)CC1,.,-14%,-2%
CNc1nc2c(C)cccn2c(=O)c1C=Nc1ccc(OC)cc1,13%,-11%,5%
Cc1ccc(CN2CCC(CNC(=O)c3cc4ccc5cccnc5c4[nH]3)CC2)cc1,.,?,7%
CC1CCCCN1CCCNC(=O)CCCN1C(=O)c2cccnc2Sc2ccccc21 (stereo not drawn),4%,-9%,0%
C/C(=C\C(=O)c1ccc(F)cc1)Nc1ccc(N2CCOCC2)cc1,0%,4%,11%
COc1ccc(C)c2sc(N(CCN(C)C)C(=O)/C=C/c3cccs3)nc12,-15%,-17%,7%
COc1ccc(/C=C2\SC(=S)N(C(C)C(=O)NC3C=CS(=O)(=O)C3)C2=O)cc1 (stereo not drawn),?,-18%,7%
CC1CCN(C(=O)COC(=O)CCC(=O)c2ccc(Cl)cc2)CC1,.,-21%,1%
CC(=O)CSc1nc2cc3c(cc2cc1C#N)OCCO3,2%,-21%,5%
COc1cccc(/C=N/N2CCN(c3ccc(Cl)cc3)CC2)c1OC,-20%,-5%,.
O=C(NCCS(=O)(=O)NCc1ccc(F)cc1)c1ccccc1,3%,-2%,.
Cc1ccc(C(=O)Nc2c3c(nn2C(C)(C)C)CS(=O)(=O)C3)cc1C,1%,-2%,0%
Cc1ccc(S(=O)(=O)N2CCOCC2)cc1NC(=O)COC(=O)CCC(=O)c1ccc(F)cc1,4%,-5%,6%[0.505 µM]
COc1ccc(-c2csc(NC(=O)CN3C(=O)NC4(CCCC4)C3=O)n2)c(OC)c1,-9%,-14%,2%
CC(=O)N1c2ccc(S(=O)(=O)N3CCC(C(=O)NCc4ccccc4Cl)CC3)cc2CC1C (stereo not drawn),-4%,24%,1%
CCN(CC)S(=O)(=O)c1ccc(C)c(NC(=O)CN(C)C)c1,2%,2%,3%
Brc1ccc(C2=Nn3c(nnc3-c3cccnc3)SC2)s1,2%,2%,3%
COc1ccc(CN(C(=O)c2snc(C(N)=O)c2N)C(C(=O)NC2CCCC2)c2ccc(OC)cc2)cc1 (stereo not drawn),20%,-1%,8%
Cc1onc(-c2ccccc2Cl)c1C(=O)NCc1nnnn1-c1ccc(F)cc1,-2%,9%,.
O=C(C1CCN(S(=O)(=O)N2CCOCC2)CC1)N1CCN(Cc2ccc3c(c2)OCO3)CC1,27%,-3%,4%
O=C(CNCc1ccccn1)N1CCc2ccccc2C1,-8%,7%,.
